Compound activity from PubChem BioAssay.
CAL PDZ FP: untagged CAL PDZ binding inhibitors, primary screen, biochemical, fluorescence polarization, HTS. Golgi-associated PDZ and coiled-coil motif-containing protein (Homo sapiens), Q9HD26. purified CAL PDZ, TMR-peptide fluorescence polarization, 1 h. inhibition, % at 24.9 µM. hit rate 0.92% among 300,000. AID 602252, 2012;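 active means mean inhibition of at least 30% with at least half of replicates also reaching 30%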;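 further: 0% = DMSO neutral control and 100% = excess unlabeled competitor peptide PRC23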
C-LANA FP: inhibitors of KSHV C-LANA binding to DNA, primary screen, biochemical, fluorescence polarization, FAM-LBS DNA, MBP-C-LANA, single point. inhibition, % at 9 µM. hit rate 0.078% among 340,000. AID 504423, 2011. Kaposi's sarcoma herpesvirus LANA C-terminal domain (residues 932-1162) DNA binding;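 active means highest replicate inhibition at or above 60% at 9 µM, even if other replicates fall short; inactive means all replicates below 60% inhibition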;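 further: 0% = neutral control wells and 100% = 4 µM acridine orange control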
cardiac RTF act: cardiac RTF calcium sensitivity activators, primary screen, biochemical, IANBD-TnC fluorescence, EC20 calcium | Troponin I, cardiac muscle (Homo sapiens) + Troponin T, cardiac muscle (Homo sapiens) + … | IANBD-labeled TnC RTF fluorescence at EC20 calcium; 0% EC20 calcium, 100% full calcium | activation, % at 7.2 µM | hit rate 0.24% among 340,000;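 active means activation above the mean over all tested compounds plus 3 SD, cut at about 30% in these data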;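 further: rise in fluorescence read as greater calcium sensitivity of cardiac thin filaments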
V-ATPase pHluor: regulators of yeast V-ATPase proton pumping, primary screen, pHLuorin cytosolic pH fluorescence | S. cerevisiae | response, % at 10 µM | hit rate 0.37% among 350,000; in the data active means response mostly above about 7.3%, no sharp cut-off; inactive means mostly below about 5.4%; further: actives read high; inactives centre near 0; some compounds called inactive have numbers as strong as hits; reference of the scale not given here
HTR5A inv ag: HTR5A inverse agonists in luminescence cell assay, primary screen, counter-screen for OPRM1-OPRD1 heterodimer inverse agonist project, full-deck HTS; HTR5A cell line, inverse agonism; inhibition, % at 9.3 µM; hit rate 0.083% among 340,000; AID 504634, 2011; in the data active means inhibition mostly above about 23%, no sharp cut-off; inactive means mostly below about 18%;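 further: 0% = cells with DMSO and 100% = no-cell wells with DMSO; some compounds called inactive have numbers as strong as hits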
Target sequence (P47898 whole entry, looked up): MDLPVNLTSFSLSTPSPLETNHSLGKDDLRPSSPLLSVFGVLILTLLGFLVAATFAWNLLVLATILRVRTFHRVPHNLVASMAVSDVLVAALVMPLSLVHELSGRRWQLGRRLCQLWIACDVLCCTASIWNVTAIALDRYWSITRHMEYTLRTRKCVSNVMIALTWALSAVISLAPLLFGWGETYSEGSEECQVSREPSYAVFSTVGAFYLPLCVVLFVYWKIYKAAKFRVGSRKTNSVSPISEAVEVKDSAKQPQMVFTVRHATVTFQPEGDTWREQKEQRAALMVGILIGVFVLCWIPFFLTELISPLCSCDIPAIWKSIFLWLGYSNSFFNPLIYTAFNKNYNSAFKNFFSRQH
MOR-DOR inv ag: inverse agonists of MOR-DOR heterodimerization, primary screen, cell-based, luminescence; cell-based MOR-DOR heterodimer luminescence, inverse agonism; Mu-type opioid receptor (Homo sapiens) + Delta-type opioid receptor (Homo sapiens), …; inhibition, % at 9.3 µM; hit rate 0.21% among 340,000; AID 504357, 2011; in the data active means inhibition above about 22%, passing the limit was not always enough;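 further: 0% = cells with DMSO and 100% = wells without cells with DMSO; values of inactives mirror those of a sister screen read the other way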
Keap1 Nrf2 FP: Keap1-Nrf2 protein-protein interaction inhibitors, primary screen, biochemical, fluorescence polarization, single point; Kelch-like ECH-associated protein 1 (Homo sapiens), Q14145; inhibition, % at 9.4 µM; hit rate 0.15% among 340,000; Keap1 Kelch-Nrf2 peptide fluorescence polarization, 1536-well; in the data active means inhibition above about 12%;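 further: human Keap1 Kelch domain with fluorescein labeled Nrf2 9mer peptide probe; 0% = neutral control wells and 100% = peptide positive control; higher means more block of Keap1 binding to Nrf2 peptide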
Target sequence (Q14145 whole entry, looked up, the tested form may be a part): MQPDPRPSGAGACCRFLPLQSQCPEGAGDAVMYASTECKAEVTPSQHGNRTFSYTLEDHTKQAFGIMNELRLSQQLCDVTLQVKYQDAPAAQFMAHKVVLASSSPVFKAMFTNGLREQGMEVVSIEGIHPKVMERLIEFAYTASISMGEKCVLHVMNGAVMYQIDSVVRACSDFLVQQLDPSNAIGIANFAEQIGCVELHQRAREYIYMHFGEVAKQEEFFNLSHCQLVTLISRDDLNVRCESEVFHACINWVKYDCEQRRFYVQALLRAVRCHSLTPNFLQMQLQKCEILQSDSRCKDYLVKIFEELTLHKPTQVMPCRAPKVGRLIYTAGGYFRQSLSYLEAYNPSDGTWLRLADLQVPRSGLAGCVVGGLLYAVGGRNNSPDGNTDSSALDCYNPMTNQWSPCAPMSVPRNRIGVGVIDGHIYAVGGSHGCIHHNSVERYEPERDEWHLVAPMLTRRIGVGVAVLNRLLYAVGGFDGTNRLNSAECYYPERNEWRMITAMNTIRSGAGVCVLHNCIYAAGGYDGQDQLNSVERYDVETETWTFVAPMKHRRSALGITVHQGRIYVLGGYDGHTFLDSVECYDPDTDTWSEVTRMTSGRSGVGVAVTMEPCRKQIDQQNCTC
HTR5A ag ctr: HTR5A agonists in luminescence cell assay, primary screen, counter-screen for OPRM1-OPRD1 heterodimer agonist project, full-deck HTS; 5-hydroxytryptamine receptor 5A (Homo sapiens), P47898; cell-based; activation, % at 9.3 µM; hit rate 0.61% among 340,000; AID 504692, 2011; in the data active means activation mostly above about 9.5%, no sharp cut-off; inactive means mostly below about 7.6%;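 further: 0% = cells with vehicle only and 100% = reference agonist; strong numbers were not always called active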
RTF Ca sens inh: cardiac RTF calcium sensitivity inhibitors, primary screen, biochemical, IANBD-TnC fluorescence, EC70 calcium; hit rate 0.12% among 340,000; inhibition, % at 7.15 µM; IANBD-labeled cardiac RTF, Ca2+ fluorescence;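 active means inhibition above the mean inhibition of all tested compounds plus 3 SD, cut at about 17% in these data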;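 further: assay run at fixed EC70 calcium of 1.6 mM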
MOR-DOR ag: agonists of OPRM1-OPRD1 heterodimerization, primary screen, cell-based, luminescence; Mu-type opioid receptor (Homo sapiens) + Delta-type opioid receptor (Homo sapiens), …; cells; activation, % at 9.3 µM; hit rate 0.3% among 340,000; AID 504326, 2011; in the data active means activation above about 18%;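 further: 0% = vehicle-treated cells and 100% = reference agonist; values of inactives mirror those of a sister screen read the other way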
Starred values were filed as active, the others as inactive; x = no result given.

SMILES	CAL PDZ FP	C-LANA FP	cardiac RTF act	V-ATPase pHluor	HTR5A inv ag	MOR-DOR inv ag	Keap1 Nrf2 FP	HTR5A ag ctr	RTF Ca sens inh	MOR-DOR ag
COc1cccc2c(C)nc(Nc3nc(CSc4nnc(C)s4)cc(=O)[nH]3)nc12	6	-1.5	-4	-3	8	5	0	2	-1	-0.8
O=C(OCc1nnc(-c2ccccc2)o1)c1cc(S(=O)(=O)N2CCOCC2)ccc1F	-4	-1.1	-1	-1	-27	4	0	9	-3	-0.7
Cc1ccc(/C=N/NC(=O)Cn2cnc3ccccc32)o1	-2	1.4	3	-4	x	x	-6	x	-1	x
N#Cc1cccc(OCC(=O)NC(=O)NCc2ccccc2)c1	-3	-0.1	-2	0	-2	6	2	1	-7	-1.1
Cc1cccc(OCCCC(=O)Nc2ccc(Br)cc2)c1	-2	-0.6	-4	0	6	-12	4	3	-4	2.3
Cn1c(=O)cc(OCCCC(=O)NCc2cccnc2)c2ccccc21	-1	0.4	-4	5	-11	2	-3	-2	2	-0.4
COc1cccc(CN2CC(C(=O)N3CCCC3)CCC2=O)c1 (stereo unspecified)	-8	0.8	-3	-1	-27	18	5	0	2	-3.3
CC(=O)OCC1OC(OC2C[C@]3(C)C(CC(O)C4C([C@](C)(CCC=C(C)C)OC5OC(CO)C(O)C(O)C5O)CC[C@]43C)[C@@]3(C)CCC(O)C(C)(C)C23)C(O[C@@H]2OC(C)C(O)C(O)C2O)C(O)C1O (stereo partly specified)	3	0.5	-9	5	2	-3	0	-1	-4	0.6
CCOC(=O)N1CCc2c(sc3c2c(=O)n(Cc2ccccc2)c(=O)n3Cc2ccccc2F)C1	x	-1.3	2	0	-14	-13	4	5	-3	2.5
CCOc1ccc(NC(=O)CN(C)C(=O)c2ccc3nc(CC)c(CC)nc3c2)cc1OCC	39*	6.8	-7	2	2	6	1	-1	-4	-0.9
CN(C)C(=O)CCc1ccc2c3c([nH]c2c1)[C@]1(CCc2ccccc2)[C@@H](C(=O)N2CCCCC2)C[C@H](CC(=O)NC(C)(C)C)C(=O)N1CC3	-2	2.3	-8	2	-4	6	-2	1	3	-1.2
CC1CCCC(NC(=O)COC(=O)/C=C/c2ccc(F)cc2)C1C (stereo unspecified)	5	0.9	-2	-1	-4	5	-3	1	3	-1.1
Cc1ccc(OC(=S)Nc2ccccc2)c(C)c1	-3	-0.8	-6	-1	0	17	-3	1	11	-3.4
O=C(O)c1cccc(S(=O)(=O)N2CC=C(c3ccccc3)CC2)c1	x	0.1	-4	-3	11	2	-4	-1	4	-0.4
Cc1nc(-c2nc(CC(=O)NNC(=O)c3ccc(Cl)cc3)cs2)cs1	0	0.0	-2	-1	10	5	-4	-4	-1	-1.0
O=c1c2c(nc3cc(-c4ccc(Br)cc4)[nH]n13)CCCC2	-1	-1.0	7	-1	21	-26	1	1	1	5.1
CCOC(=O)C1(Cc2ccccc2C(F)(F)F)CCN(CC2CC2)CC1	x	0.0	-2	3	-10	-19	-5	5	-12	3.8
Cc1cccc(N=Nc2c(O)[nH]c3ccc(Br)cc23)c1	0	3.7	15	2	5	10	x	-1	-8	-2.3
Cc1cc(C(=O)N2CCc3c([nH]c4ccccc34)C2c2c(F)cccc2Cl)no1 (stereo unspecified)	-2	-0.1	-2	-1	9	9	1	-4	10	-1.6
CC(=O)Nc1ccc(S(=O)(=O)NCc2ccccn2)cc1	-4	1.3	6	0	7	10	3	1	-5	-1.6
O=C(CCSc1ccccc1)Nc1ccc(S(=O)(=O)Nc2ncccn2)cc1	-1	-1.0	3	0	-8	0	-3	3	-11	-0.1
CC(=O)c1c(C)[nH]c(C(=O)COC(=O)CCOc2ccc(C)cc2)c1C	-1	-1.6	1	-4	5	9	-9	-2	0	-1.6
CN(C)c1ccc(/C=C/c2nc3ccccc3c(=O)[nH]2)cc1	-8	0.9	20	-4	-2	9	-4	0	-36	-1.5
CCc1cccc2c1NC(=O)C2(O)N1CCCC(C)C1 (stereo unspecified)	-3	1.1	2	1	-12	20	-2	3	0	-3.9
COc1ccc2cc(C(=O)/C=C/c3cc(OC)c(OC)c(OC)c3)ccc2c1	-3	-1.2	1	1	-6	7	-7	2	-3	-1.4
Cc1ccc(NC(=O)CCNC(=O)c2ccccc2Cl)nc1	-2	1.4	-1	0	-15	18	-7	0	8	-3.3
Cc1cc(-c2n[nH]c(=S)n2/N=C/c2ccc(C)o2)n[nH]1	-3	0.9	8	-4	0	9	-2	0	1	-1.8
COc1ccc(C2c3c(noc3C)CC(C)(O)C2C(C)=O)cc1 (stereo unspecified)	-2	1.8	3	0	-4	13	0	8	-2	-2.7
O=C(NCC1CCC(C(=O)O)CC1)OCc1ccccc1 (stereo unspecified)	-3	0.9	2	0	18	7	-2	-7	-4	-1.2
COc1ccccc1NC(=O)CSc1nnc(C)n1Cc1ccccc1	-2	1.8	-3	0	-1	0	-3	5	-4	0.0
COc1ccc(S(=O)(=O)N2CCCCC2)cc1-n1cnnn1	-4	-0.5	5	1	-14	17	1	5	-5	-3.2
CSc1ccccc1NC(=O)CN(C)C(=O)C1CC(=O)N(C(C)c2ccccc2)C1 (stereo unspecified)	-4	1.4	-3	-1	3	9	1	-1	-3	-2.3
COc1cccc(/C=N/NC(=O)c2c(C)nc3ccc(Br)cn23)c1	x	0.1	0	1	-33	20	0	6	-13	-4.1
O=C(Nc1ccccc1)N(C1=NCCCCS1)c1cccc2ccccc12	-7	-0.8	-7	-1	-27	12	-2	10	9	-2.0
O=C(CSc1nc2ccccc2nc1SCC(=O)N1CCOCC1)N1CCOCC1	-1	-3.2	-4	3	-1	5	1	-2	3	-0.8
COc1ccc(N2CCN(C(=O)C3CCC(Cn4c(=S)[nH]c5ccccc5c4=O)CC3)CC2)cc1 (stereo unspecified)	x	-2.1	1	-1	6	-11	-2	9	-9	2.0
COCCN(C(=S)Nc1ccc(C)cc1)C(C)c1ccco1 (stereo unspecified)	-3	-0.9	-3	-1	-21	5	-3	5	0	-0.9
CCSc1nnc2ccc(-c3ccc(OC)c(OC)c3)nn12	-14	-1.3	0	-2	15	-2	-2	-4	-1	0.3
CCc1nc2nc(C)c(NS(=O)(=O)c3ccc(C4CCCCC4)cc3)c(=O)n2[nH]1	-6	0.8	-1	3	-12	6	-4	4	-1	-1.1
CNc1ccccc1C(=O)OCC(C)=O	-3	-1.0	5	1	6	-7	-8	-2	1	1.2

2 records drawn at random from those above:
SMILES	CAL PDZ FP	C-LANA FP	cardiac RTF act	V-ATPase pHluor	HTR5A inv ag	MOR-DOR inv ag	Keap1 Nrf2 FP	HTR5A ag ctr	RTF Ca sens inh	MOR-DOR ag
COc1ccc(S(=O)(=O)N2CCCCC2)cc1-n1cnnn1	-4	-0.5	5	1	-14	17	1	5	-5	-3.2
COCCN(C(=S)Nc1ccc(C)cc1)C(C)c1ccco1 (stereo unspecified)	-3	-0.9	-3	-1	-21	5	-3	5	0	-0.9

Additional records follow.
SMILES	CAL PDZ FP	C-LANA FP	cardiac RTF act	V-ATPase pHluor	HTR5A inv ag	MOR-DOR inv ag	Keap1 Nrf2 FP	HTR5A ag ctr	RTF Ca sens inh	MOR-DOR ag
COc1cc(C(=O)Nc2ccc(Cl)c([N+](=O)[O-])c2)cc(OC)c1OC	0	2.2	5	6	1	-5	-4	0	-9	0.9
N#Cc1cccc(NC(=O)c2cncn2-c2ccccc2)c1	-6	-0.6	-2	-1	-16	-18	0	4	-3	2.2
COc1cccc(CNC(=O)CCC2CCCN(C(=O)c3cc(C)on3)C2)c1 (stereo unspecified)	-1	-0.7	1	0	-34	13	1	6	-6	-2.5
COc1ccc(Cn2nnnc2C(c2cc3cc(C)ccc3[nH]c2=O)N2CCN(C)CC2)cc1 (stereo unspecified)	-3	-0.2	2	-2	-7	10	-4	-3	2	-2.0
Cc1nc2c(ccc3nc(NC(=O)C4CC4)sc32)s1	-1	-1.4	-2	4	-6	6	4	2	4	-1.3
CN(CCCC(=O)NCc1ccco1)S(=O)(=O)c1ccccc1	-9	-0.4	1	0	-20	-21	-5	4	0	4.0
CCOC(=O)C1CCC2(CC1)C(C#N)=C(N)Oc1n[nH]c(C)c12 (stereo unspecified)	x	0.1	4	0	12	14	2	1	-2	-3.0
Nc1ccccc1C(=O)Nc1ccc(Cl)cc1Cl	-6	-0.2	-6	-1	-2	5	2	0	-6	-1.1
Cc1cc(C(=O)NC2CCCc3ccccc32)c(C)o1 (stereo unspecified)	x	-0.5	-3	-5	-5	9	-6	1	-7	-1.7
Cc1c(C(=O)O)oc2ccc(S(=O)(=O)NC3CCCCCCC3)cc12	x	-0.1	10	-6	-5	0	5	-4	-7	0.0
Cc1oc(-c2ccc(-c3ccccc3)cc2)nc1CN(C)C1CCOC1 (stereo unspecified)	-3	-2.5	-1	2	4	-6	0	-2	-1	1.1
CCC(=O)N1CCN(CCN=CC2=C(O)CC(c3cccs3)CC2=O)CC1 (stereo unspecified)	-1	-0.8	6	1	-4	-3	-2	2	-19	0.6
CCN1/C(=C2/SC(=S)NC2=O)Sc2ccccc21	-7	0.3	-3	-3	8	6	-2	-3	-3	-1.1
CNC(=S)NNC(=O)c1ccccc1F	-1	-0.1	-3	-6	-5	-8	-1	2	-33	1.1
Cc1ccc(C)c(-c2ccc(=O)n(Cc3ccc(F)cc3Cl)n2)c1	-2	0.2	-4	0	-23	-23	-1	6	2	4.1
CC1CN(S(=O)(=O)c2ccc(C(=O)N3CCc4ccccc43)cc2)CC(C)O1 (stereo unspecified)	-2	-0.5	-4	-1	16	5	-1	-6	1	-1.1
NC(=O)COC(=O)c1ccc(S(=O)(=O)NCc2ccco2)cc1	4	4.8	6	4	7	0	-2	4	-15	0.0
O=C(OCC(=O)N1CCc2ccccc2C1)c1ccc(N2CCOCC2)c([N+](=O)[O-])c1	1	-0.7	-9	8	16	3	-6	0	6	-0.5
CN(C1CCCC1)C1CCN(C(=O)CNC(=O)/C=C/c2cccc(C(F)(F)F)c2)CC1	-1	0.4	-6	3	-3	7	0	1	0	-1.1
O=C(COC(=O)/C=C/c1ccccc1Cl)NCC1CCCO1 (stereo unspecified)	17	3.1	-2	-3	-18	10	-4	5	1	-2.0
O=C(NC1=NCCS1)c1ccc(Br)s1	-1	-0.2	-9	-2	-17	-7	2	2	0	1.2
COc1ccc(/C=N/n2c(=O)[nH]c3c([nH]c4ccc(C)cc43)c2=O)cc1CN1CCOCC1	x	-0.4	0	1	18	4	1	4	-7	-0.7
